# Screening results: PubChem, several laboratories
# CHRM4 antagonist: human M4 muscarinic receptor antagonists, primary screen, CHO cells, Fluo-8 calcium fluorescence. CHO-hM4 cells, ACh EC80. inhibition, % at 3 µM. actives 0.73% (n = 360,000);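 active = inhibition above its plate's cutoff, the mean inhibition of sample wells plus 3 SD, cut at about 27% in these data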;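 note: 0% = acetylcholine EC80 with DMSO and 100% = DMSO without agonist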
# M4 PAM: human M4 muscarinic receptor positive allosteric modulators, primary screen, CHO-K1 cells, Fluo-8 calcium fluorescence. CHO-K1 hM4/Gqi5, ACh EC20; 0% = ACh EC20, 100% = maximal ACh. activation, % at 3 µM. actives 0.4% (n = 360,000). AID 624126, 2012;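 active = activation above its plate's cutoff, the mean activation of sample wells plus 3 SD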; note: some results filed as inactive read as strong as hits
# M1 PAM: human M1 muscarinic receptor positive allosteric modulators, primary screen, CHO-K1 cells, Fluo-8 calcium fluorescence, 1536-well. Muscarinic acetylcholine receptor M1 (Homo sapiens), P11229. CHO-K1 hM1, ACh EC20; 0% = ACh EC20, 100% = maximal ACh. activation, % at 3 µM. actives 0.088% (n = 360,000); in the data active = activation above about 19%, passing the limit was not always enough
# Target sequence (P11229 whole entry, looked up): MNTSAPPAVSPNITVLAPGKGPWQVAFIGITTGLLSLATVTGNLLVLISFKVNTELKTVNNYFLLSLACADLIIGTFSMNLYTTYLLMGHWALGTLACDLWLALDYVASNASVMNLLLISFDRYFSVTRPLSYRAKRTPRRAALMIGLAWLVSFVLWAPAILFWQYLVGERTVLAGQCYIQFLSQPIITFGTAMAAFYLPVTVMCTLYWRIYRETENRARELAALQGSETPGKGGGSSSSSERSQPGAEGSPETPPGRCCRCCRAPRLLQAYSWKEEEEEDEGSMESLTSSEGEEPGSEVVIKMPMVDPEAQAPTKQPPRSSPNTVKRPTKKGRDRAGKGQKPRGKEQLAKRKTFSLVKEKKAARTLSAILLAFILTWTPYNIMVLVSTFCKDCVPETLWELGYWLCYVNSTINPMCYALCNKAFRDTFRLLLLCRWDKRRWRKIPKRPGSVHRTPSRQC
# CHRM5 agonist: human M5 muscarinic receptor agonists, primary screen, CHO-K1 cells, Fluo-8 calcium fluorescence | activation, % at 3 µM | CHO-K1 hM5 cells; 0% DMSO wells, 100% maximal acetylcholine response | Muscarinic acetylcholine receptor M5 (Homo sapiens), P08912 | actives 0.19% (n = 360,000) | AID 624037, 2012;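 active = activation above the run's mean over test compounds plus 3 SD, cut at about 23% in these data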;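 note: signal is peak over basal fluorescence ratio across the kinetic read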
# Target sequence (P08912 whole entry, looked up): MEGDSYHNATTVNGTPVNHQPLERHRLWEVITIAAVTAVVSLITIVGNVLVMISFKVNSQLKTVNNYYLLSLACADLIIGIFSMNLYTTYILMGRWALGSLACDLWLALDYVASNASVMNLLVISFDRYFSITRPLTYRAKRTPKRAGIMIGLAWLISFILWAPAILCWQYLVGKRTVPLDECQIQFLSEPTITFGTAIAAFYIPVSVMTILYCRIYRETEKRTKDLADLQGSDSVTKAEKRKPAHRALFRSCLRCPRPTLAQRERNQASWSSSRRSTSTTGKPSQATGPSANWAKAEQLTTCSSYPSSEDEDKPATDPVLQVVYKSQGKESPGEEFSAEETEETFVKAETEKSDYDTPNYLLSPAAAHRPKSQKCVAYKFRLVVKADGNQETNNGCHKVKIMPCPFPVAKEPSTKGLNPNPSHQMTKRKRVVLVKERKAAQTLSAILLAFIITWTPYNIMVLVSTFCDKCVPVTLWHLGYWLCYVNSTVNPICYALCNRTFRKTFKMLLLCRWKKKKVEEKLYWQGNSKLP
# M5 PAM: human M5 muscarinic receptor positive allosteric modulators, primary screen, CHO-K1 cells, Fluo-8 calcium fluorescence. actives 0.3% (n = 360,000). AID 624038, 2012. Muscarinic acetylcholine receptor M5 (Homo sapiens), P08912. CHO-K1 hM5, ACh EC20 PAM; 0% = ACh EC20, 100% = ACh EC100. activation, % at 3 µM;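 active = activation above the run cutoff, the mean activation of all test compounds plus 3 SD, cut at about 18% in these data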
#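 Assay system – human M5 receptor in CHO-K1 cells · Read-out – % activation, ACh-normalized · Technique – Fluo-8 calcium fluorescence · Dosing – single-point, 3 µM nominal · Incubation – Fluo-8 loading 80 min at 37 °C plus 30 min room temperature · Repeats – singlicate, one well per test compound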
# CHRM5 antagonist: human M5 muscarinic receptor antagonists, primary screen, CHO cells, Fluo-8 calcium fluorescence | AID 624040, 2012 | inhibition, % at 3 µM | actives 0.59% (n = 360,000) | Muscarinic acetylcholine receptor M5 (Homo sapiens), P08912 | CHO-hM5 cells, ACh EC80;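 active = inhibition above a per-plate cutoff, the mean of that plate's test compounds plus 3 SD, cut at about 27% in these data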;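 note: 0% = acetylcholine EC80 with DMSO and 100% = DMSO without agonist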
# M1 antag: human M1 muscarinic receptor antagonists, primary screen, CHO-K1 cells, Fluo-8 calcium fluorescence, 1536-well; CHO-K1 hM1, ACh EC80 antagonist; inhibition, % at 3 µM; actives 1.3% (n = 360,000); AID 588852, 2011;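 active = percent inhibition above its own plate's cutoff, namely the mean of that plate's compound wells plus 3 SD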;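 note: peak over basal fluorescence ratio during 140 s after agonist addition; 0% = ACh EC80 plus DMSO and 100% = DMSO alone without agonist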
# CRFR2-BP ag: agonists of CRF-BP/CRF-R2 complex, primary screen, cell-based, HEK293, calcium dye fluorescence, uHTS; CRF-binding protein / CRF receptor 2 complex (human); calcium dye fluorescence (FLIPR); percent of saturating CRF peptide response; activation, % at 13.2 µM; actives 0.46% (n = 350,000);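 active = activation of at least 50%, plus an integration ratio under a set limit after plate pattern correction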;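 note: plate controls were neutral control wells without compound for no effect and CRF at EC100 for full effect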
# M4 ag: human M4 muscarinic receptor agonists, primary screen, CHO-K1 cells, Fluo-8 calcium fluorescence; Muscarinic acetylcholine receptor M4 (Homo sapiens), P08173; activation, % at 3 µM; CHO-K1 hM4/Gqi5; vehicle 0%, full acetylcholine response 100%; actives 0.14% (n = 360,000);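 active = activation above the run mean over all test wells plus 3 SD, cut at about 32% in these data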;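 note: peak over basal fluorescence ratio per well then scaled between controls; 0% = DMSO wells and 100% = acetylcholine at EC100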
# * hit, by the source's call; / = not tested or not shown.
# Assay codes: A = CHRM4 antagonist; B = M4 PAM; C = M1 PAM; D = CHRM5 agonist; E = M5 PAM; F = CHRM5 antagonist; G = M1 antag; H = CRFR2-BP ag; I = M4 ag
1) OCC[C@@H]1C[C@H](O)[C@@H](O)[C@@]2(OCc3ccc(CO)cc32)O1
  A: -4; B: -1; C: 3; D: 3; E: 2; F: -11; G: -8; H: /; I: 0

2) OCC1OC(n2cnc3ncccc32)C(O)C1O (stereo not drawn)
  A: -2; B: 5; C: 2; D: 1; E: 1; F: 1; G: 0; H: /; I: 2

3) COc1ccc(-c2n[nH]c(=S)n2-c2ccc3c(c2)OCCO3)cc1OC
  A: -2; B: 1; C: 0; D: -3; E: -1; F: 6; G: 6; H: 1.0; I: 0

4) O=C(COC(=O)/C=C/c1cccc(F)c1)NC1CCCCC1
  A: 1; B: -1; C: -8; D: 0; E: 2; F: -2; G: 15; H: -2.2; I: 0

5) CN(C(=O)CSc1nc(-c2cccs2)nc2ccccc12)C1CCS(=O)(=O)C1 (stereo not drawn)
  A: -5; B: 7; C: 0; D: 4; E: 8; F: 11; G: 7; H: -1.0; I: 0

6) COc1ccc(N2CCN(C(=O)c3ccccc3NC(=O)c3ccccc3)CC2)cc1
  A: -1; B: -4; C: 4; D: -4; E: 1; F: 8; G: -8; H: -1.2; I: 1

7) Cc1c(NS(=O)(=O)c2cccc(C(=O)NCc3ccncc3)c2)c(=O)n(-c2ccccc2)n1C
  A: 1; B: 7; C: 4; D: 1; E: 1; F: 4; G: -4; H: 1.9; I: 0

8) CC12CCC(C(=O)Nc3ccc(SC(F)F)cc3)(CC1=O)C2(C)C (stereo not drawn)
  A: -8; B: -2; C: 1; D: -2; E: -4; F: -5; G: -4; H: 2.9; I: 2

9) COc1ccc2c(c1)c(CC(=O)Nc1ccc(C)cc1)c(C)n2C(=O)c1ccc(Cl)cc1
  A: 1; B: 2; C: 1; D: 1; E: 2; F: -3; G: 8; H: 8.3; I: 0

10) Cc1nc2ccc(NC(=O)C3CCCCC3)cc2s1
  A: -12; B: 12; C: 16; D: 5; E: 2; F: -9; G: -12; H: -1.6; I: 1

11) Cc1ccc(-c2csc3ncnc(NCCN4CCOCC4)c23)cc1
  A: -9; B: 5; C: 5; D: -2; E: 2; F: 0; G: -32; H: -0.5; I: 1

12) Cc1c(C(=O)N2CCCC2)sc(NC(=O)c2ccco2)c1C#N
  A: -12; B: 10; C: 11; D: 6; E: 4; F: -10; G: -14; H: 1.5; I: -1

13) O=C(NCCN1CCOCC1)Nc1ccccc1
  A: -3; B: 0; C: 7; D: 0; E: -7; F: 2; G: -13; H: -1.6; I: 1

14) Cc1cc(C(=O)NNC(=O)c2ccc(Cl)cc2Cl)c(C)o1
  A: 8; B: 1; C: -7; D: 3; E: -2; F: 0; G: 16; H: -0.1; I: -1

15) COc1ccc2c(c1)CCc1c-2nc2ccccc2c1N1CCOCC1
  A: -9; B: 2; C: 12; D: 3; E: 14; F: -5; G: -14; H: 1.4; I: 1

16) COc1ccc(NC(=O)Nc2c(C)n(C)n(-c3ccccc3)c2=O)c(OC)c1
  A: 5; B: 3; C: 11; D: -4; E: -3; F: 8; G: -16; H: -0.3; I: 1

17) COc1ccc2oc(C(=O)NCc3ccccc3CN3CCCC3)c(C)c2c1
  A: -8; B: 15; C: 5; D: -5; E: -10; F: 7; G: 0; H: -0.4; I: 1

18) Cc1ccc(N=Nc2ccc(O)c(P(=O)(c3ccccc3)c3ccccc3)c2)cc1
  A: -11; B: -3; C: 5; D: -1; E: -2; F: -7; G: -8; H: -1.2; I: 0

19) Cc1cccc(NC(=O)c2cc(-c3cc(C)ccc3O)n[nH]2)c1
  A: 0; B: -6; C: 18; D: 1; E: -1; F: 4; G: -18; H: -0.9; I: 1

20) Cc1ccn2c(=O)nc(SCC(=O)NCc3ccc(F)cc3)nc2c1
  A: -11; B: 8; C: 12; D: 0; E: -3; F: 6; G: -14; H: -2.7; I: 1

21) CCOC(=O)c1cc(CC)sc1/N=C/C1=C(O)CCCC1=O
  A: -5; B: 12; C: -3; D: -2; E: -6; F: 0; G: 2; H: -4.5; I: 0

22) CCOC(=O)c1sc(NC(=O)CNCc2cccnc2)c(C(=O)OCC)c1C
  A: 0; B: 3; C: 7; D: 5; E: 4; F: -4; G: 4; H: -0.8; I: 2

23) O=c1c2ccccc2nc(-c2ccco2)n1CCCn1ccnc1
  A: 2; B: 3; C: 4; D: -3; E: -9; F: 8; G: -4; H: 1.6; I: 1

24) COc1ccc(NC(=O)C(=O)NNC(=O)c2cccs2)cc1
  A: -7; B: 2; C: -7; D: -1; E: -4; F: 6; G: 10; H: 0.4; I: 1

25) O=C(CSc1ncccn1)N/N=C/c1cccc(OC2CSC2)c1
  A: -7; B: 4; C: 4; D: -1; E: 1; F: 6; G: -2; H: -2.1; I: 3

26) CS(=O)(=O)N1CCN(c2ccc(C(=O)NC34CC5CC(CC(C5)C3)C4)cc2[N+](=O)[O-])CC1
  A: 0; B: 4; C: 8; D: 0; E: -1; F: 8; G: -7; H: -2.9; I: 1

27) Cc1ccc(NC(=O)CN(C)C(=O)c2ccc(OCc3c(C)noc3C)cc2)cc1
  A: 8; B: 3; C: 11; D: 1; E: 1; F: 3; G: -15; H: 0.5; I: 1

28) O=C(NCCC1CCCCN1S(=O)(=O)c1ccc(F)cc1)C(=O)NCc1ccccn1 (stereo not drawn)
  A: -8; B: 7; C: 10; D: -1; E: -6; F: 5; G: -18; H: -1.2; I: 1

29) CN1CCC(Oc2ccc(Sc3ccccc3)cc2)CC1
  A: 34*; B: -17; C: -1; D: -4; E: -10; F: 17; G: 11; H: -0.4; I: 12

30) CC(C)c1nnc(N2C(=O)c3oc4ccccc4c(=O)c3C2c2ccco2)s1 (stereo not drawn)
  A: 2; B: 3; C: 5; D: 1; E: 4; F: -2; G: -22; H: -1.8; I: -2

31) COc1ccc(CCNC(=O)c2cc(-c3ccc4c(c3)OCO4)on2)cc1OC
  A: 4; B: 4; C: 0; D: 2; E: 1; F: 3; G: 4; H: -0.4; I: 1

32) CCOc1ccc(NC(=O)c2ccc(Br)o2)c([N+](=O)[O-])c1
  A: 3; B: 4; C: 6; D: 1; E: 4; F: 1; G: -19; H: 3.4; I: 1

33) CCc1cc2c(Sc3nc4ccccc4s3)ncnc2s1
  A: -1; B: -4; C: 4; D: -1; E: -9; F: 4; G: -9; H: -2.1; I: 0

34) COc1cc(C(=O)NCCC(=O)NC2CCCCC2)cc(OC)c1OC
  A: 12; B: 2; C: 3; D: -4; E: -6; F: 17; G: 5; H: -0.8; I: 1

35) CCc1ccc(C(=O)/C=C2\Sc3ccccc3NC2=O)cc1
  A: 2; B: -12; C: -7; D: 4; E: -1; F: -1; G: 13; H: -6.4; I: 1

36) COc1ccccc1C(=O)Nc1ccc(S(=O)(=O)Nc2cc(C)on2)cc1
  A: 4; B: 19; C: 11; D: -3; E: -3; F: 3; G: -13; H: 0.3; I: 2

37) Cc1cc(C)n(CC(O)CN2c3ccccc3Sc3ccccc32)n1 (stereo not drawn)
  A: 9; B: 1; C: 4; D: -2; E: -6; F: 4; G: 3; H: -0.7; I: 1

38) COc1ccc(NS(=O)(=O)c2cccc(C(=O)NCc3cccnc3)c2)cc1
  A: -3; B: 6; C: 7; D: 4; E: 3; F: -2; G: -2; H: -0.5; I: 1

39) Nc1cc2c(cc1[N+](=O)[O-])OCCO2
  A: -1; B: 10; C: 13; D: -2; E: 1; F: -3; G: -15; H: -0.7; I: 1

40) CCOC(=O)c1ccccc1NC(=O)c1cn(CC)c2nc(C)ccc2c1=O
  A: -2; B: 14; C: 7; D: -6; E: 6; F: -13; G: -16; H: 3.0; I: 1

41) COc1ccc(C)cc1Nc1nc(C)nc2c1oc1ccccc12
  A: -5; B: -2; C: -4; D: -5; E: 0; F: 5; G: 9; H: -0.2; I: -1

42) CCc1cccc(C)c1NC(=S)N1CCCC1C(=O)O (stereo not drawn)
  A: -7; B: 3; C: 9; D: -5; E: -2; F: 4; G: -4; H: 10; I: 2

43) Cc1cccc(C2c3[nH]c4ccccc4c3CCN2C(=O)c2cn(C)c3ccccc3c2=O)n1 (stereo not drawn)
  A: 1; B: -2; C: -4; D: -2; E: -2; F: -3; G: -9; H: 1.1; I: 7

44) Cc1ccccc1SCC(=O)NCC1(N2CCCCC2)CCCCC1
  A: -5; B: -7; C: -9; D: -4; E: -8; F: 4; G: 6; H: 0.8; I: 1

45) CCOCCCn1c(C)nc2c(c1=O)c1nc3ccccc3nc1n2CCC1=CCCCC1
  A: -1; B: 5; C: 5; D: -1; E: -2; F: 0; G: -1; H: -2.0; I: 1

46) Fc1ccccc1Nc1nc(Cl)nc(Cl)n1
  A: 6; B: -3; C: 1; D: 1; E: 2; F: 5; G: 1; H: 0.3; I: 0

47) Nc1nc2n(n1)C(c1ccco1)CC(c1ccc(Cl)cc1Cl)N2 (stereo not drawn)
  A: -9; B: 17; C: 6; D: -3; E: 6; F: -15; G: -9; H: 4.0; I: 1

48) CC(=O)C(c1ccccc1)C(c1ccccc1)C(C)[N+](=O)[O-] (stereo not drawn)
  A: 3; B: -3; C: 10; D: 0; E: -3; F: 6; G: -16; H: 0.0; I: 0

49) CCCC(=O)N1CCC1(C)C(=O)NS(=O)(=O)c1ccc(F)cc1F (stereo not drawn)
  A: -5; B: 3; C: 9; D: 0; E: -4; F: 7; G: -19; H: /; I: 0

50) O=C(CSc1nc(C2CC2)nc2ccccc12)N1c2ccccc2Sc2ccc(C(F)(F)F)cc21
  A: -13; B: -7; C: -12; D: -4; E: -5; F: -7; G: -7; H: -0.4; I: -2

51) C=CCOc1c2ccc(C(=O)NCCc3ccc(C)cc3)cc2nn1C
  A: 4; B: 3; C: 12; D: 3; E: -1; F: 12; G: -7; H: -1.5; I: 0

52) C[C@@H]1CN(C(=O)c2ccc(OC3CCN(S(=O)(=O)N(C)C)CC3)cc2)C[C@H](C)O1
  A: 6; B: -5; C: -1; D: -3; E: -8; F: 22; G: 1; H: -1.1; I: 2

53) COc1ccc(S(=O)(=O)N(C)C[C@@H]2OCCCC[C@H](C)Oc3ccc(NC(=O)Nc4ccc(C(F)(F)F)cc4)cc3C(=O)N([C@H](C)CO)C[C@H]2C)cc1
  A: -6; B: 1; C: 3; D: 1; E: 2; F: -3; G: -4; H: 4.5; I: 0

54) O=C(Nc1ccccc1)/C(=C\c1ccc2c(c1)OCO2)NC(=O)c1ccco1
  A: -5; B: -3; C: 4; D: 0; E: -6; F: 14; G: -4; H: -1.0; I: 0

55) O=C(CN1C(=O)c2cccc3cccc1c23)N1CCN(Cc2ccc3c(c2)OCO3)CC1
  A: 0; B: -1; C: -1; D: -1; E: -5; F: 8; G: -13; H: 3.1; I: 4
